GAA glycogen mod = qHTS Assay for Inhibitors and Activators of Human alpha-Glucosidase Cleavage of Glycogen | Lysosomal alpha-glucosidase (Homo sapiens), P10253 | recombinant GAA, glycogen substrate, Amplex Red glucose oxidase fluorescence | Potency, µM (highest dose often 76.4 µM), for the others: top-dose activity change, negative = inhibition, usual class: inhibitors | 0.38% of 300,000 active; active = well fitted inhibition curve with a large enough effect; inconclusive = small, poorly fitted or top-dose-only effect, or another doubt; inactive = no such curve, though single readings can be large or run the other way;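 also: 0% = full enzyme reaction and -100% = no-enzyme basal signal; the screen sought inhibitors and activators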
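Recombinant human enzyme (4 nM); glycogen substrate; 37 C, 40 min, pH 5.0. Readout: coupled glucose oxidase/Amplex Red fluorescence.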
* marks the source's active call; other numbers are inactive results; ? = inconclusive; [ ] = another dose, or the depositor's remark. Potency is read from the fitted curve at half-maximal effect.

SMILES	GAA glycogen mod
O=C(Nc1c(C(=O)N2CCOCC2)cnn1-c1ccccc1)c1cccc(F)c1	-2%[76.3 µM]
COc1cc(-c2nnc(SCC(=O)N3CCOCC3)o2)cc(OC)c1OC	-6%
O=C(c1ccccc1F)N1CCN(Cc2ccc3c(c2)OCO3)CC1	16%[76.3 µM]
CN(C)CCNC(=O)C1CCN(c2ncnc3c2nc2n3CCCCC2)CC1	-10%[76.3 µM]
CCCn1c(=O)c(C(=O)NNC(=O)c2ccccc2[N+](=O)[O-])c(O)c2ccccc21	-12%[76.3 µM]
CCCCCCCCCC[N+](C)(C)CC/C=C1/c2ccccc2Sc2ccc(Cl)cc21	-5%
COc1ccc(C(=O)Nc2ccc3c(c2)n(C)c(=O)n3C)cc1OC	6%[76.3 µM]
O=c1c(S(=O)(=O)c2ccccc2)cn(Cc2ccc(F)cc2)c2cc(N3CCOCC3)c(F)cc12	-7%[76.3 µM]
Cc1cccc(C)c1NC(=O)CNC(=O)C(Cc1ccccc1)NC(=O)c1ccccc1 (configuration not stated)	-3%[76.3 µM]
Cc1ccc(NC(=O)COc2ccc(N3CC(C(N)=O)CC3=O)cc2)c(C)c1 (configuration not stated)	-17%
O=C(/C=C/c1ccco1)NCCc1ccc(F)cc1	-6%
COc1ccc(CN(C)C(=O)Cn2ccsc2=N)cc1OC	-4%

Arranged by value in GAA glycogen mod (smallest number first): 4 from the list above.
| mol | GAA glycogen mod |
| --- | --- |
| Cc1ccc(NC(=O)COc2ccc(N3CC(C(N)=O)CC3=O)cc2)c(C)c1 (configuration not stated) | -17% |
| COc1cc(-c2nnc(SCC(=O)N3CCOCC3)o2)cc(OC)c1OC | -6% |
| CCCCCCCCCC[N+](C)(C)CC/C=C1/c2ccccc2Sc2ccc(Cl)cc21 | -5% |
| COc1ccc(CN(C)C(=O)Cn2ccsc2=N)cc1OC | -4% |

The list continues:
SMILES	GAA glycogen mod
COc1ccc(Br)cc1CN1C(=O)NC2(CCCCCC2)C1=O	-7%
COCCN(CCOC)C(=O)c1cc2c(=O)n3ccccc3nc2n1C	10%[76.3 µM]
N#Cc1cnc2nc(SCc3ccccc3)nn2c1	8%
CCOc1ccc(CN2CCSCC2)cc1	17%[76.3 µM]
Nc1c2c(nc3c1CCCC3)CCCC2 (tested in a mixture with another compound)	7%[76.3 µM]
Cc1nc2ccccc2c(=O)n1/N=C/c1ccccc1F	0%
COc1ccc(C(=O)O)cc1NC(=S)NC(=O)C(c1ccccc1)c1ccccc1	-10%[76.3 µM]
CCC(NC(=O)Cc1c(C)c2cc3c(cc2oc1=O)OC(C)(C)CC3)C(=O)O (configuration not stated)	7%
O=C(CSS(=O)(=O)O)N1CCN(C(=O)c2ccoc2)CC1	0%[76.3 µM]
CCc1ccc(N=C2NC(=O)/C(=C/c3ccc(OCC(=O)O)c(OC)c3)S2)cc1	-6%[76.3 µM]
COc1ccc(C(=O)Nn2cnc3ccccc3c2=O)cc1[N+](=O)[O-]	-5%
Cc1ccccc1N(CC(=O)N1CCCCCC1)S(C)(=O)=O	-12%[76.3 µM]
Cc1nn(CC(=O)NCCc2ccco2)c(=O)c2nn(-c3ccccc3)c(C)c12	4%[76.3 µM]
CC(=O)N1CCN=C1SCc1cccc(Cl)c1	-9%[76.3 µM]
COc1ccc(N(Cc2cc(=O)[nH]c3ccccc23)C(=O)C(C)C)cc1	5%
Cc1cc(C(C)(C)C)cc(S(=O)(=O)NCCc2ccncc2)c1C	-3%
COc1ccc(Cl)cc1C(=O)NCc1ccc2c(c1)OCO2	-8%[76.3 µM]
CC(C)OCCCNC(=O)c1cc(S(=O)(=O)N2CCc3ccccc32)cn1C	-1%[76.3 µM]
COC(=O)c1sccc1NC(=O)Nc1ccc(OC)c(OC)c1	4%[76.3 µM]
Cc1ccc(/C=C2/Sc3ccc(C(=O)N4CCN(c5ccccn5)CC4)cc3NC2=O)cc1	-12%[76.3 µM]
COc1cc(NC(=O)Cn2c(=O)n(C(C)C)c(=O)c3oc4ccccc4c32)cc(OC)c1	15%[76.3 µM]
COc1cc(CNc2ccc3[nH]c(=O)[nH]c3c2)cc(Br)c1OCc1ccc(F)cc1	?
CCNc1c(NS(=O)(=O)c2ccc(Br)s2)c(=O)oc2ccccc12	-5%
Cc1ccc(S(=O)(=O)Nc2cccc(-n3cnnn3)c2)cc1C	-8%[76.3 µM]

Part of the list above in order of molecular weight, ascending:
SMILES	GAA glycogen mod
COc1ccc(Cl)cc1C(=O)NCc1ccc2c(c1)OCO2	-8%[76.3 µM]
Cc1ccc(S(=O)(=O)Nc2cccc(-n3cnnn3)c2)cc1C	-8%[76.3 µM]
CC(C)OCCCNC(=O)c1cc(S(=O)(=O)N2CCc3ccccc32)cn1C	-1%[76.3 µM]

Looked up by compound from the entries so far, seven records:
SMILES	GAA glycogen mod
COc1cc(CNc2ccc3[nH]c(=O)[nH]c3c2)cc(Br)c1OCc1ccc(F)cc1	?
Cc1ccc(S(=O)(=O)Nc2cccc(-n3cnnn3)c2)cc1C	-8%[76.3 µM]
COc1ccc(Cl)cc1C(=O)NCc1ccc2c(c1)OCO2	-8%[76.3 µM]
COc1cc(NC(=O)Cn2c(=O)n(C(C)C)c(=O)c3oc4ccccc4c32)cc(OC)c1	15%[76.3 µM]
COc1ccc(N(Cc2cc(=O)[nH]c3ccccc23)C(=O)C(C)C)cc1	5%
COC(=O)c1sccc1NC(=O)Nc1ccc(OC)c(OC)c1	4%[76.3 µM]
CC(=O)N1CCN=C1SCc1cccc(Cl)c1	-9%[76.3 µM]

Following part:
SMILES	GAA glycogen mod
Cc1cc(F)ccc1NS(=O)(=O)c1cccc2nsnc12	4%[76.3 µM]
CCN(CC)CCNC(=O)c1sc2nc3n(c(=O)c2c1C)CCCCC3	-10%[76.3 µM]
CCOc1cc(-c2nnn(CC(=O)N3CCCCC3)n2)ccc1OC	14%[76.3 µM]
Cc1cc2c(cc1S(=O)(=O)CCC(=O)N1CCC(C)CC1)OCC(=O)N2	-19%[76.3 µM]
CC(C)Oc1ccccc1NC(=O)CSc1nc2ccccc2c(=O)n1C	10%[76.3 µM]
NC(=O)C1CC(=O)N(c2ccc(OCC(=O)NCc3ccccc3)cc2)C1 (configuration not stated)	13%
C[C@]1(CO)CCC[C@@]2(C)C1CC[C@@H](CO)[C@@H]2CCc1ccoc1 (some centres not stated)	6%
CCCn1c(=O)c2c(nc3n2CCCN3Cc2ccccc2)n(C)c1=O	2%
O=C(C1CCC(=O)N(C2CC2)C1)N1CCC(Oc2cccc(F)c2)CC1 (configuration not stated)	-6%[76.3 µM]
COc1ccc(C)cc1NC(=O)CNC(c1ccccc1)c1ccc(C)cc1 (configuration not stated)	1%
COc1cccc(C(=O)Nc2ccc(C(=O)c3ccccc3)cc2)c1	3%[76.3 µM]
CCc1nnc(NC(=O)C2CCCN2C(=O)Nc2ccc(Cl)cc2)s1 (configuration not stated)	2%
Cc1ccc(C(=O)Nc2ccc(N3CCOCC3)cc2N2CCOCC2)cc1	-9%[76.3 µM]
CC(C)[C@H](NC(=O)[C@H](Cc1ccccc1)n1c(=O)[nH]c2ccccc2c1=O)C(=O)N1CCC[C@H]1C(=O)O	-8%[76.3 µM]
COc1ccc(C(C(=O)NCc2ccccc2)N(C(=O)c2snc(C(N)=O)c2N)c2ccccc2OC)cc1OC (configuration not stated)	0%
O=C(Nc1ccccc1N1CCOCC1)c1ccc2ccccc2c1	-11%[76.3 µM]
CCc1cc(=O)oc2cc(C)cc(OC(C)C(=O)NCc3ccccn3)c12 (configuration not stated)	-2%[76.3 µM]
COc1ccccc1C(c1nnnn1C(C)C)N1CCN(C(=O)c2ccco2)CC1 (configuration not stated)	0%[76.3 µM]
O=C(NCc1ccco1)c1ccc([N+](=O)[O-])cc1Cl	21%[76.3 µM]
CC(=O)COc1ccc2oc(=O)cc(-c3cc4ccccc4o3)c2c1	2%[76.3 µM]
COc1cccc(C2C(C#N)=C(N)N(N(C)C)C3=C2C(=O)CC(C)(C)C3)c1OC (configuration not stated)	?
COc1ccc(OCc2cc(C(=O)NCc3nc(C)cs3)no2)c(Cl)c1	-9%[76.3 µM]
Cc1cccc(C)c1OCc1cc(C(=O)N2CCN(c3ccccc3)CC2C)no1 (configuration not stated)	-3%[76.3 µM]
CN(Cc1cccs1)C(=O)CNC(=O)c1ccco1	2%[76.3 µM]
COc1ccc(CNC(=O)C(C)n2nc(C)c3sc4ccccc4c3c2=O)cc1OC (configuration not stated)	1%[76.3 µM]
COc1ccc(C(=O)CN2CCN(c3ccc(F)cc3)CC2)cc1	10%[76.3 µM]
COc1ccc(Nc2nc(-c3ccccc3F)nc3ccccc23)cc1OC	-1%
CCOC(=O)c1sc2nc(C)nc(NCc3ccc(Cl)cc3)c2c1C	-9%
O=C(Nc1ccnn1C1CCN(Cc2ccc(F)cc2)CC1)C1CC1	-3%[76.3 µM]
COc1ccc2nc(CNC(=O)C3CCC(=O)N(CCc4ccccc4)C3)[nH]c2c1 (configuration not stated)	-1%[76.3 µM]
CC(=O)Nc1ccc(S(=O)(=O)N2CCC(C(=O)Nc3nccs3)CC2)cc1	-12%[76.3 µM]
Cc1ccc(CSc2nc3c(c(=O)[nH]2)C(c2cccc(F)c2F)CC(=O)N3)cc1 (configuration not stated)	-2%[76.3 µM]
Cc1cccc(C)c1OCc1cc(C(=O)N(C)Cc2nc3ccccc3[nH]2)no1	4%[76.3 µM]
CCN(C(=O)/C=C/c1cc(OC)c(OC)c(OC)c1)C1CCCCC1	2%[76.3 µM]
O=C(NC1CCCN(Cc2ccc(Cl)cc2)C1)c1ccccc1-c1ncc[nH]1 (configuration not stated)	-2%[76.3 µM]
CC(C)N1CCN(Cc2cc3ccccc3[nH]2)CC1CCO (configuration not stated)	-2%[76.3 µM]
O=S(=O)(c1ccccc1)c1nnn2c1nc(NCc1ccc(F)cc1)c1sccc12	-1%[76.3 µM]
COc1ccccc1C(=O)Nn1cnnc1	-3%[76.3 µM]
CCOc1ccc(N(CC(=O)NCCc2ccccc2)S(=O)(=O)c2ccccc2)cc1	6%
CCCS(=O)(=O)N1CCN=C1SCc1ccc(F)cc1	2%[76.3 µM]
CCOc1ccccc1CNC(=O)C1CCCN(c2ncnc3c2nc2n3CCCCC2)C1 (configuration not stated)	-3%[76.3 µM]
Cc1ccc(CNC(=O)C2CCCCN2S(=O)(=O)c2ccccc2)cc1 (configuration not stated)	2%
CC1(C)CC(NC(=O)c2cc(S(=O)(=O)N3CCCCC3)ccc2Cl)CC(C)(C)N1	-3%[76.3 µM]
CC1CCCN(S(=O)(=O)c2ccc(CN3C(=O)c4cccnc4C3=O)cc2)C1 (configuration not stated)	-5%[76.3 µM]
Cc1ccc(S(=O)(=O)c2[nH]c(-c3ccccc3)nc2SCC(=O)O)cc1	-3%[76.3 µM]
COc1ccc(NC(=O)N2CCc3ccccc3C2)cc1OC	-8%[76.3 µM]
O=C1CC(NC(=O)c2ccc(Cl)cc2)C(=O)N1 (configuration not stated)	0%
Cc1ccc(S(=O)(=O)N(C)CC(=O)NCCCc2ccccc2)cc1	13%[76.3 µM]
COc1cccc(CNC(=O)C2CCN(S(=O)(=O)c3ccc4c(c3)NC(=O)C(C)S4)CC2)c1 (configuration not stated)	-1%[76.3 µM]
Cc1cc(OC(C)C(=O)Nc2cccc(-c3nc4ccccc4o3)c2)cc(C)c1Cl (configuration not stated)	-15%[76.3 µM]
COC(=O)c1ccc(/C=N\NC(=O)c2c(C)nc3ccc(Cl)cn23)cc1	21%[76.3 µM]
CC1CCC(NC(=O)CCS(=O)(=O)c2ccc3c(c2)CCN3C(=O)C2CC2)CC1 (configuration not stated)	-14%[76.3 µM]
O=C(NCCCn1ccnc1)c1ccc(F)cc1	15%[76.3 µM]
COc1ccc(S(=O)(=O)Nc2ccccc2C(=O)N2CCOCC2)cc1C	3%
CCCCCCNC(=O)CNC(=S)N(Cc1cccs1)C1CCCCC1	-3%
O=C(N=C1SC2CS(=O)(=O)CC2N1c1ccc(OC(F)(F)F)cc1)C1CC1 (configuration not stated)	2%[76.3 µM]
CC1CCN(Cc2c(C(=O)N3CCc4ccccc4C3)nc3ccc(Cl)cn23)CC1	-2%[76.3 µM]
Cc1ccc(NC(=O)CSc2nncn3c2cc2sccc23)cc1F	2%[76.3 µM]
COc1ccc(N2CCN(CC(O)COc3cc(C)cc(C)c3)CC2)cc1 (configuration not stated)	-2%
COc1cccc(C(=O)Nc2cccc3ccccc23)c1OC	-3%[76.3 µM]

Quoted from the listing.
GAA glycogen mod result of O=C(N=C1SC2CS(=O)(=O)CC2N1c1ccc(OC(F)(F)F)cc1)C1CC1 (configuration not stated) = 2%[76.3 µM]
GAA glycogen mod result of O=C(NCCCn1ccnc1)c1ccc(F)cc1 = 15%[76.3 µM]

The results go on.
SMILES	GAA glycogen mod
Cc1noc(/C=C/c2cccnc2)c1[N+](=O)[O-]	9%
COc1ccc(OC)c(NC(=O)Cc2c(C(=O)O)n(C)c3ccccc23)c1	-8%
COc1ccccc1C(=O)N(Cc1ccc(C)o1)C1CCS(=O)(=O)C1 (configuration not stated)	-4%[76.3 µM]
O=C(Nc1cc(Cl)ccc1N1CCOCC1)c1cccnc1	-10%
CC(=O)Oc1ccc(-c2csc(Nc3cccc(C)n3)n2)cc1	3%[76.3 µM]
CCN(CC)CCNC(=O)Cn1cnc2sc(C)c(S(=O)(=O)N3CC(C)CC(C)C3)c2c1=O (configuration not stated)	-1%
c1ccc2c(OCCCN3CCCCCC3)cccc2c1	8%[76.3 µM]
Cc1ccc(C)c(NC(=O)C2CCCN(S(=O)(=O)c3ccc4[nH]c(=O)ccc4c3)C2)c1 (configuration not stated)	32µM*
CC(NC(=O)c1ccc2c(c1)C(=O)N(Cc1cccnc1)C2=O)c1ccccc1 (configuration not stated)	1%[76.3 µM]
COc1ccc(CNC(=O)C2CCN(C(=O)Cc3ccccc3)CC2)cc1	-4%
Cc1ccc(S(=O)(=O)Nc2ccc(C(=O)N3CCCC3)cc2)c(C)c1NS(C)(=O)=O	-3%[76.3 µM]

Compound activity (PubChem)

This is a subset. The share of hits here may be higher or lower than overall.
